Rin1 Abl inh: inhibitors of human Rin1-Abl protein interaction. 360,000 compounds, 0.4% hits. P00519+Q13671. TR-FRET Rin1/Abl binding, biochemical. inhibition, % at 7.35 µM; in the data active = inhibition above about 5%, passing the limit was not always enough
SKN-1 block: blocks SKN-1 activity in C. elegans; C. elegans VP596 Pgst-4::GFP/RFP ratio, acrylamide-induced, 24 h; inhibition, % at 21.8 µM; 360,000 compounds, 0.49% hits;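 active = interference check ratio from 0.5 to 1.5 plus GFP to RFP signal ratio inhibition reaching or exceeding a fixed threshold, cut at about 30% in these data, passing the limit was not always enough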; note: some compounds called inactive have numbers as strong as hits
Neddylation inh: inhibitors of human cullin neddylation; P61081+Q13564; TR-FRET cullin neddylation, biochemical; calls only at 25 µM; 360,000 compounds, 0.58% hits; in the data active = inhibition above about 36%
Target sequence (P61081 whole entry, looked up): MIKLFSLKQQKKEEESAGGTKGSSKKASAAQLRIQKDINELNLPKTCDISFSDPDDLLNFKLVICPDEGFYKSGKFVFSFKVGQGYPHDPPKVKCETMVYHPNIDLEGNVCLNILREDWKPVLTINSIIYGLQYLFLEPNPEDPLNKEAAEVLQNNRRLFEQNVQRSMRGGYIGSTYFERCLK
Target sequence (Q13564 whole entry, looked up): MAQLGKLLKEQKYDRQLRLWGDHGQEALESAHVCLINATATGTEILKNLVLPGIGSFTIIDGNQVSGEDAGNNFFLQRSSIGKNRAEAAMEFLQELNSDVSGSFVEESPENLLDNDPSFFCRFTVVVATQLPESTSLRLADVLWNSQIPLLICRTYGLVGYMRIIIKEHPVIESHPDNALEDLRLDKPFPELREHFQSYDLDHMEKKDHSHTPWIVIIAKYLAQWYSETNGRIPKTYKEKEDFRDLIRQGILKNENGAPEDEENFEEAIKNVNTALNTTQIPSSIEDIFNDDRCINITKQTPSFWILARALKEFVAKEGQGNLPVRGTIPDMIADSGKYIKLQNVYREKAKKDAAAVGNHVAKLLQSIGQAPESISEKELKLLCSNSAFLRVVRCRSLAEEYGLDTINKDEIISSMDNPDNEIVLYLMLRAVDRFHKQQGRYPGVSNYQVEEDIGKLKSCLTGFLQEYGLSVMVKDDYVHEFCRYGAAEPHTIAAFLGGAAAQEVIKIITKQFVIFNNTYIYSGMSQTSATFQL
CSN deneddyl inh: inhibitors of human CSN-mediated cullin deneddylation; Purified CSN, SCF-Nedd8-OG deneddylation, fluorescence polarization; inhibition, % at 12.5 µM; 360,000 compounds, 0.38% hits;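 active = pattern-corrected inhibition above about 35%, with an unprinted fluorescence ratio check between 0.5 and 1.5, limit read from the data, passing the limit was not always enough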;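 note: 0% = enzyme with substrate and 100% = substrate without enzyme; some results filed as inactive read as strong as hits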
Target sequence (Q92905 whole entry, looked up, one chain of several): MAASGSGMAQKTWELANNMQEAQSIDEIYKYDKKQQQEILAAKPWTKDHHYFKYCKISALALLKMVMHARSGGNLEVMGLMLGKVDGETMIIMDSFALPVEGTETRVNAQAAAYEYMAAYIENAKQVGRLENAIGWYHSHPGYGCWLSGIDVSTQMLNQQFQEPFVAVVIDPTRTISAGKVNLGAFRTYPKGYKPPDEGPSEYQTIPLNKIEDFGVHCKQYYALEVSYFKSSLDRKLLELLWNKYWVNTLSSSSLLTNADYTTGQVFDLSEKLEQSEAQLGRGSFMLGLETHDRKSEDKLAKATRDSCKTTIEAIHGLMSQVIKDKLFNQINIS
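Material: purified human Csn5 enzyme expressed in HEK293T cells / Medium: Tris buffer pH 7.5, NaCl, DTT, Tween-20, trehalose, ovalbumin / Compound dosing: 12.5 µM single point / Schedule: 90 min incubation of compound, enzyme and substrate at room temperature / Signal: fluorescence polarization of the substrate / Control set: no-enzyme wells high, enzyme-with-substrate wells low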
NadD block: NadD (S. aureus) enzyme inhibition. purified NadD enzyme, colorimetric absorbance read-out. inhibition, % at 20 µM. 360,000 compounds, 0.78% hits; in the data active = inhibition above about 26%; note: some compounds past the cut are filed as inactive
MT1-MMP act inh: inhibitors of human MT1-MMP activation; GFP/RFP ratio change, % at 20 µM; AID 651647; 360,000 compounds, 0.061% hits; HT1080 RFP-PRO-GFP cells, GFP/RFP ratio fluorescence, overnight; percent of plate control window, DMSO zero; P50281;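 active = GFP/RFP ratio change of at least 30% with cell ATP level not reduced by more than half and red fluorescence within 50% of control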; note: strong numbers were not always called active
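Assay system: HT1080 RFP-PRO-GFP cells. Benchmarks: DMSO vehicle wells and RFP-L50D-GFP reporter cell wells. Times: overnight cell settling, then overnight compound exposure, 37 °C, 5% CO2. Compound: 20 µM single dose, 1% DMSO. Read-out basis: GFP/RFP fluorescence ratio.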
MLLE-PAM2 inh: blocks PAM2 peptide binding to the PABP1 MLLE domain. P11940. GST-MLLE / FITC-PAM2 fluorescence polarization. inhibition, % at 20 µM. 360,000 compounds, 0.36% hits. AID 588489; in the data active = inhibition above about 35%, passing the limit was not always enough;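 note: plate controls were DMSO wells with GST-MLLE for no effect and wells lacking GST-MLLE protein for full effect; some results filed as inactive read as strong as hits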
FAS TE block: FAS thioesterase (human) inhibition; 360,000 compounds, 0.67% hits; recombinant FAS-TE, OMFH fluorogenic substrate, fluorescence endpoint; P49327; inhibition, % at 15 µM; AID 602261;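 active = compounds whose normalised, plate-corrected inhibition of enzyme fluorescence in the single-dose primary screen is 50% or more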;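 note: 0% = DMSO with enzyme and 100% = substrate without enzyme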
Rpn11 block: Rpn11 (human) deubiquitinase inhibition. O00487. human 26S proteasome, Ub4-pepOG fluorescence polarization; 20S core pre-blocked with epoxomicin. calls only at 20 µM. 360,000 compounds, 0.59% hits;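 active = inhibition at 20 µM, scaled to each plate's controls, above about 33%, limit read from the data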
Active calls of the source: *; i = inactive; x = no result given.

SMILES	NadD block	Rin1 Abl inh	Rpn11 block	SKN-1 block	Neddylation inh	MT1-MMP act inh	FAS TE block	CSN deneddyl inh	MLLE-PAM2 inh
CC(=O)c1cc(NC(=O)c2cccc(C(F)(F)F)c2)c(=O)oc1C	-0.7	0.8	i	-0.9	i	-0.8	5.5	-5.6	21.0
CCCCN=CC1=C(O)C(C(=O)OC)C(C)(C)CC1=O (stereo not drawn)	0.3	0.7	i	-6.2	i	4.0	-2.6	-4.1	-6.7
COc1ccc(-c2nnc(SCC(=O)c3cccs3)o2)c(OC)c1	-1.4	-2.7	i	1.3	i	0.4	-7.3	-0.3	-64.2
CC1=C(C(=O)N2CCCCCC2)CC(CC(=O)NCc2cccs2)C(=O)N1CCC1=CCCCC1 (stereo not drawn)	4.6	x	x	2.4	i	3.1	12.5	-0.9	x
Cc1occc1C(=O)NCc1ccco1	-1.5	-1.2	i	3.8	i	3.3	-6.1	4.8	-3.6
CC1CC(C)CN(C(=O)Nc2ccccc2F)C1 (stereo not drawn)	-4.4	3.1	i	7.1	i	0.1	-3.1	-1.4	17.6
O=C(Nc1ccc(O)cc1)c1ccc(NC(=O)c2ccco2)cc1	-10.6	-6.4	i	8.4	i	1.9	-4.2	-1.3	-3.6
O=C(c1ccco1)N1CCN(Cc2cccc([N+](=O)[O-])c2)CC1	4.4	1.9	i	-0.3	i	1.7	1.7	3.7	-0.8

Record cards, as listed above. Order of values: NadD block	Rin1 Abl inh	Rpn11 block	SKN-1 block	Neddylation inh	MT1-MMP act inh	FAS TE block	CSN deneddyl inh	MLLE-PAM2 inh
COc1ccc(-c2nnc(SCC(=O)c3cccs3)o2)c(OC)c1 as listed: -1.4	-2.7	i	1.3	i	0.4	-7.3	-0.3	-64.2
CC1=C(C(=O)N2CCCCCC2)CC(CC(=O)NCc2cccs2)C(=O)N1CCC1=CCCCC1 (stereo not drawn) as listed: 4.6	x	x	2.4	i	3.1	12.5	-0.9	x
Cc1occc1C(=O)NCc1ccco1 as listed: -1.5	-1.2	i	3.8	i	3.3	-6.1	4.8	-3.6

Further records follow:
SMILES	NadD block	Rin1 Abl inh	Rpn11 block	SKN-1 block	Neddylation inh	MT1-MMP act inh	FAS TE block	CSN deneddyl inh	MLLE-PAM2 inh
CCC(=O)Nc1nc2ccccc2n1CCN(CC)CC	-1.9	1.7	i	3.2	i	-2.3	-6.3	4.7	1.6
O=C(Cc1cccs1)Nc1ccc(-c2nnc(-c3ccccc3)o2)cc1	-4.3	-1.9	i	-4.0	i	3.2	-3.8	6.9	-2.9
O=C(NCc1ccccc1)C1CCCN(C(=O)NCc2ccccc2)C1 (stereo not drawn)	-3.8	-1.1	i	-14.1	i	-2.5	-5.9	3.2	-1.2
c1coc(CN2CNc3nc4ccccc4n3C2)c1	-4.7	-1.3	i	-3.2	i	-1.8	-5.0	1.8	-31.6
C/C(=N\NC(=O)c1ccc(Cl)cc1)c1cccs1	-2.3	-0.8	i	13.3	i	5.4	0.7	0.6	3.4
C/C(CC(=O)NCCCN1CCOCC1)=N\NC(=O)COc1ccc(C)cc1	-3.5	4.5	i	0.9	i	-0.2	-6.5	-0.9	3.0
CCOCCn1ccc2c(OCC(=O)NCc3ccccc3)cccc2c1=O	-1.2	-2.8	i	9.5	i	-3.8	-3.4	-1.1	2.7
Cn1c(CC(=O)NNC(=O)c2ccc(F)cc2F)nc2ccccc21	-0.1	0.4	i	-10.9	i	-2.1	-7.2	-4.5	0.1
COc1ccc2c(CC(=O)NCC3CCC(C(=O)O)CC3)cc(=O)oc2c1 (stereo not drawn)	-3.4	0.8	i	1.3	x	-0.9	-8.3	1.3	5.2
Cc1cc(SCC(=O)NCCN2C(=O)CSC2=O)nc2c(C)cccc12	0.4	0.4	i	4.1	i	-2.5	-5.8	0.2	1.1
CCn1c(SC(C)C(=O)Nc2ccc(N3CCOCC3)cc2)nnc1C1CC1 (stereo not drawn)	2.5	2.5	i	-2.6	i	1.0	-5.9	0.4	-20.7
Cc1cc(C)n(CCNc2nc3nonc3nc2N2CCCCC2)n1	-4.8	0.1	i	-4.0	i	-0.4	0.4	3.6	7.9
O=C(Cc1cccc(Cl)c1)Nc1ccc(Br)cc1	-9.4	-3.0	i	-2.3	i	2.8	19.2	-4.6	-4.0
CCS(=O)(=O)N1CCC(c2nc(-c3ccc(C(F)(F)F)cc3)no2)CC1	-11.6	-1.3	i	-1.4	i	2.9	2.4	-5.6	-2.4
O=S(=O)(NCc1csc(-c2cccs2)n1)c1cccc(C(F)(F)F)c1	-7.9	-1.8	i	6.1	i	-0.5	48.5	2.4	1.1
CC(=O)Nc1ccc([N+](=O)[O-])c(CS(=O)(=O)c2ccc(C)cc2)c1[N+](=O)[O-]	-4.6	-4.5	i	-10.1	i	1.8	12.6	1.1	-0.4
CC(=O)C1CCC2C3CCC4=CC(=O)CC[C@]4(C)[C@@]3(F)C(O)C[C@]12C (stereo partly drawn)	-5.7	0.1	i	-2.3	i	1.3	-0.7	0.2	0.9
COc1ccc(OCC(O)CNCCOc2ccccc2OC)c(C(C)(C)C)c1 (stereo not drawn)	-2.9	3.9	i	-0.5	i	-7.3	-1.8	1.8	-7.2
O=S(=O)(Nc1cc(S(=O)(=O)N2CCCC2)ccc1O)c1ccc(Cl)s1	2.2	-0.3	i	2.9	i	6.5	-1.1	-12.2	-6.6
CC1(C(=O)NS(=O)(=O)c2ccccc2)CCN1C(=O)Cc1ccccc1 (stereo not drawn)	1.1	1.7	i	-3.0	i	-2.2	-9.6	-0.8	-5.6
CCOC(=O)c1sc(NC(=O)CSc2ncccn2)c(C#N)c1C	-2.9	5.7	i	1.0	i	2.3	6.5	-0.6	2.6
CN1CCC(N(C)C(=S)NC(=O)C23CC4CC(CC(C4)C2)C3)CC1	-2.1	-1.1	i	-3.8	i	-1.2	-6.7	-3.0	26.7
COc1ccc(C(=O)c2sc(Nc3ccccc3F)nc2N)cc1	-2.8	-2.4	i	6.3	i	-4.7	10.3	3.7	23.5
Cc1cc(C(=O)N2CCCC2)n[nH]1	2.7	-0.1	i	1.1	i	-1.8	-4.2	-1.0	-1.6

Given with two lines to a compound: part of the list above
Values in the order – NadD block | Rin1 Abl inh | Rpn11 block | SKN-1 block | Neddylation inh | MT1-MMP act inh | FAS TE block | CSN deneddyl inh | MLLE-PAM2 inh
- COc1ccc(OCC(O)CNCCOc2ccccc2OC)c(C(C)(C)C)c1 (stereo not drawn)
    -2.9 | 3.9 | i | -0.5 | i | -7.3 | -1.8 | 1.8 | -7.2
- COc1ccc(C(=O)c2sc(Nc3ccccc3F)nc2N)cc1
    -2.8 | -2.4 | i | 6.3 | i | -4.7 | 10.3 | 3.7 | 23.5

Continuation:
SMILES	NadD block	Rin1 Abl inh	Rpn11 block	SKN-1 block	Neddylation inh	MT1-MMP act inh	FAS TE block	CSN deneddyl inh	MLLE-PAM2 inh
COc1ccc(C2=Nc3ccc(Br)cc3C(c3ccccc3)N2CC(=O)NN)cc1 (stereo not drawn)	10.4	1.4	i	18.2	i	4.0	-3.8	-0.7	-0.6
C/C(=N\NC(=O)c1nnn(-c2nonc2N)c1-c1cccs1)c1cccc(O)c1	-3.9	6.7	i	-6.0	i	-3.8	-1.3	0.8	-2.0
NS(=O)(=O)c1ccc(NC(=O)CSc2nc3c(cnn3-c3ccccn3)c(=O)[nH]2)cc1	2.5	0.1	i	-0.2	i	3.5	-10.2	-0.9	5.4
COc1ccc(NC(=O)Nc2ccc3c(c2)C(=O)N([C@@H](C)CO)C[C@@H](C)[C@@H](CN(C)S(=O)(=O)c2cn(C)cn2)O3)cc1	3.3	1.2	i	-3.9	i	0.9	-3.2	-3.5	-0.8
CCOC(=O)c1c(-c2ccccc2)oc2cc(Br)c(O)c(C=O)c12	0.3	-0.9	i	9.8	i	-31.2	-2.5	11.5	-43.8
COc1ccc(NC(=O)Nc2ccc3c(c2)CCC3)cc1OC	-2.0	-0.1	i	-2.8	i	0.5	-10.0	3.8	-7.2
CC1CCCCC12NC(=O)N(CC(=O)NCCc1ccc(S(N)(=O)=O)cc1)C2=O (stereo not drawn)	1.8	-1.0	i	-17.6	i	-5.0	-1.4	6.3	4.3
Cc1cc(C)c2c(n1)nn1c(N3CCN(c4ccccc4C)CC3)cc(C)nc21	-0.2	3.6	i	-9.8	i	1.5	19.7	6.8	-2.6
C=CCn1c(SCc2ccc(C(=O)OC)cc2)nnc1-c1sc(N)nc1C	-8.2	1.1	i	2.0	i	0.0	-7.4	-2.0	9.1
CCCCN(Cc1nc2ccccc2c(=O)[nH]1)C(=O)c1nn(C)c(=O)c2ccccc12	-0.8	-5.6	i	10.5	i	-5.0	0.0	-1.9	-12.3
Cc1cc(NC(=O)CSc2nc(CCC3CCCC3)nc3ccccc23)no1	0.2	-3.0	i	-10.4	i	-8.4	13.3	-0.7	24.3
O=C(/C=C/c1ccccc1)NCCN1CCOCC1	-0.9	-1.9	i	9.9	i	-6.2	-7.7	-3.7	15.4
O=C(c1ccccc1NS(=O)(=O)c1cccc2cccnc12)N1CCOCC1	1.1	-2.8	i	5.7	i	-3.8	0.4	-9.0	-1.8
c1ccc2c(-c3cc(C4CCNCC4)[nH]n3)cccc2c1	8.8	2.5	i	-1.8	i	1.8	-1.9	2.7	-6.9
CCCC(C)NCC(=O)Nc1ccccc1-c1ccccc1 (stereo not drawn)	0.0	0.3	i	18.5	i	0.0	0.6	4.4	-0.6
COC(=O)[C@@]1(C(C)C)N=C(c2cc(OC)c(OC)c(OC)c2)[C@]2(O1)C(=O)N(C)c1ccc(Br)cc12	-5.7	x	x	3.5	i	-2.0	7.1	-0.9	x
Cc1ccc(S(=O)(=O)N(Cc2ccccc2F)C(=O)N2CCN(C)CC2)cc1	1.7	0.5	i	19.5	i	-0.1	-3.7	-2.5	4.7
Cc1nn(-c2ccccn2)c2nc(-c3cccs3)cc(C(=O)NCc3ccco3)c12	14.8	1.1	i	-1.2	x	-3.1	8.8	12.1	-0.2
Cc1cc(/C=N/NC(N)=S)c(C)n1-c1cccc(Cl)c1	0.1	0.7	i	-4.8	i	-0.9	18.3	0.8	-63.4
COc1cccc(OC)c1OCCOCCN1CCN(C)CC1	0.8	1.7	i	0.8	i	4.2	-5.1	2.3	-0.7
O=C(c1cc2sccc2n1Cc1ccc(F)cc1)N1CCc2ccccc21	-6.0	-5.8	i	-8.5	i	-12.5	29.3	5.0	0.3
CN1CCN(c2oc(COc3ccc(-c4ccccc4)cc3)nc2C#N)CC1	-6.5	1.9	i	20.6	i	2.0	16.6	-0.3	7.4
Cc1ccc(S(=O)(=O)N(C)C)cc1NC(=O)C1Cc2ccccc2CN1C(=O)c1ccco1 (stereo not drawn)	2.2	0.7	i	1.4	i	-5.4	-2.0	4.5	-2.5
O=C(COC(=O)COc1ccc(Br)cc1)NCC1CCCO1 (stereo not drawn)	-2.8	-2.9	i	16.6	i	2.9	-6.2	0.2	16.1
CCCCNC(=O)c1onc(CSc2ccc(C(C)C)cc2)c1C(=O)O	-1.4	-0.7	i	1.2	i	1.5	-5.3	-2.0	0.2
CC1CCC2(CC1)NC(=O)N(CC(=O)N(Cc1ccccc1)C(C)(C)C)C2=O (stereo not drawn)	1.4	0.6	i	5.3	i	-4.6	-3.7	-1.0	-27.6
Cn1c(N)nc2nc[nH]c2c1=S	-0.9	2.1	i	17.4	i	2.6	-6.4	6.0	-11.1
